VLA-4 inh = inhibition in a human VLA-4 binding assay. P13612. VLA-4 expressing cells, ligand binding flow cytometry. inhibition, % (about 7 µM as worked out from the volumes in the protocol). actives 0.2% (n = 330,000). AID 2557; in the data active means inhibition above about 50%
AGP1 TOR yeast = modulators of TOR pathway AGP1-GFP in S. cerevisiae. S. cerevisiae AGP1-GFP multiplex flow cytometry, 3 h; GFP as percent of DMSO wells. GFP response vs DMSO, % at 10 µM. AID 2066. actives 0.02% (n = 320,000);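 active means GFP response relative to DMSO above a set limit, near screen average plus 3 SD, cut at about 150% in these data; inconclusive means fewer than 70 cells counted for the yeast strain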;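 further: median GFP channel fluorescence of the gated AGP1 strain per well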
MCL1-BIM inh = disrupts human MCL1 binding to BIM-BH3 peptide | GST-MCL1 / FITC-Bim-BH3 fluorescence polarization | inhibition, % at 10.9 µM | actives 0.68% (n = 320,000) | AID 2057;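 active means inhibition above the mean inhibition of all tested compounds plus 3 SD, set per campaign, cut at about 40% in these data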;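 further: 0% = DMSO wells and 100% = unlabeled Bim-BH3 peptide control; higher means more loss of mP so more displacement of Bim peptide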
MEX-5 binding = C. elegans MEX-5 TCR-2 RNA binding activity. AID 1832. actives 0.38% (n = 300,000). MEX-5/FITC-TCR2 RNA binding, fluorescence polarization; active compounds read low. Q9XUB2. activity score (negative = inhibition of binding), % at 10 µM;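 active means inhibition past about -25% in most replicates, and total fluorescence under double the plate's negative control median, limit read from the data; inconclusive means replicates evenly split on the limit, or fluorescence at least double controls; inactive means too little inhibition in most replicates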;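 further: 0% = DMSO and -100% = 5 µM competing unlabeled TCR2 RNA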
Target sequence (Q9XUB2 whole entry, looked up): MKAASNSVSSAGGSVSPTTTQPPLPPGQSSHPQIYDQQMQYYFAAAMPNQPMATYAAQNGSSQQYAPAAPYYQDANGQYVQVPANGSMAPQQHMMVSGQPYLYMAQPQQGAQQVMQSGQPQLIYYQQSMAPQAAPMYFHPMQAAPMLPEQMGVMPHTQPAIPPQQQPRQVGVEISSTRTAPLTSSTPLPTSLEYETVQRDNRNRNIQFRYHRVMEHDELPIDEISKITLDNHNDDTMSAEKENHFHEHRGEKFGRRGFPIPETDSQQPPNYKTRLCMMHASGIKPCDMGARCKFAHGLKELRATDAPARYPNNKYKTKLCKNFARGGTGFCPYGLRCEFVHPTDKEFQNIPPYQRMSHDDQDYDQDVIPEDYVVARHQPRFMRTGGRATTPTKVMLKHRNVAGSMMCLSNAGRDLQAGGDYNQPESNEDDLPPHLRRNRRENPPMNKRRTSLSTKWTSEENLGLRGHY
GLD-1 TGE inh = GLD-1-TGE RNA interaction inhibition (C. elegans) | AID 2280 | actives 0.44% (n = 320,000) | inhibition, % at 5.96 µM | purified GLD-1 + fluorescein TGE RNA, fluorescence polarization;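 active means percent inhibition above a per-plate cutoff, the plate mean of test compounds plus 3 SD, cut at about 30% in these data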;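 further: 0% = DMSO wells with GLD-1 and probe and 100% = wells lacking GLD-1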
Target sequence (Q17339 whole entry, looked up): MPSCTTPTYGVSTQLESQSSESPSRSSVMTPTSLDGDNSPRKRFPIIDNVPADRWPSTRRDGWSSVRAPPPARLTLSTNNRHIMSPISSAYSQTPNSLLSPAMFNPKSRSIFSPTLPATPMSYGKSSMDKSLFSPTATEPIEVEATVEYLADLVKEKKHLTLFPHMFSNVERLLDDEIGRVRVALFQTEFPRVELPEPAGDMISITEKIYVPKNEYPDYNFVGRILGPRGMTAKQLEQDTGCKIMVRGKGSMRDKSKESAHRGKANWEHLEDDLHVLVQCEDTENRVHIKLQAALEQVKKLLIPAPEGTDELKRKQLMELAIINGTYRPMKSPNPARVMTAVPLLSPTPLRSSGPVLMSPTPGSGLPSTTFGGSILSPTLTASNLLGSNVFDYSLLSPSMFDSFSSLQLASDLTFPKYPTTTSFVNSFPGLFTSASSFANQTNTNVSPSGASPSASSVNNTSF
GRK2 inh = blocks RNA aptamer binding to human GRK2 | actives 0.59% (n = 330,000) | AID 488847 | bead flow cytometry, FAM-aptamer displacement from GRK2 | inhibition of aptamer binding, % at 10 µM;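 active means inhibition of aptamer binding above 40%, roughly 3 SD of noise, on plates passing a quality check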;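 further: median bead fluorescence of bound FAM aptamer so fluorescent compounds give negative values; no value below 0 was filed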
Bcl-xL primary = inhibitors of human Bcl-xL | GST-Bcl-xL / FITC-Bim BH3 peptide fluorescence polarization | inhibition, % at 10.9 µM | Q07817 | actives 0.7% (n = 320,000);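 active means inhibition above the mean of all tested compounds plus 3 SD, cutoff set per campaign, cut at about 30% in these data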;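 further: 0% = DMSO wells and 100% = unlabeled Bim-BH3 peptide competitor; inhibitors lower millipolarization by displacing the labeled peptide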
CIT2-GFP yeast = modulators of TOR pathway CIT2-GFP in S. cerevisiae. S. cerevisiae CIT2-GFP strain, flow cytometry, 3 h; 100 means same as DMSO wells. GFP response vs DMSO, % at 10 µM. actives 0.065% (n = 320,000). AID 2029;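 active means GFP response relative to DMSO above a set limit, near the screen mean plus 3 SD, cut at about 150% in these data; inconclusive means Fewer than 70 cells measured for a yeast strain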;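 further: ratio of well median GFP fluorescence to mean of DMSO wells on the plate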
Fam108B counter = Fam108B inhibition, counter-screen for RBBP9 inhibitors; recombinant Fam108B, FP-Rh probe fluorescence polarization; inhibition, % at 9.51 µM; actives 0.33% (n = 300,000); AID 1947;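 active means inhibition above the screen mean inhibition plus 3 SD, computed separately per campaign, cut at about 18% in these data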;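 further: inhibitors lower polarization as less probe binds the enzyme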
* = called active by the depositor; ? = inconclusive; · = no result given; [ ] = dose if it differs, or a comment.

#1 CCc1ccc(Oc2ncnc(N)c2[N+](=O)[O-])cc1
#2 c1ccc(CCCc2nc(-c3ccccn3)no2)cc1
#3 CCn1ncc([C@@H]2C[C@H]3CN(Cc4ccccc4C)C(=O)[C@]34CCCN24)c1C
#4 CCn1nnnc1SCC(=O)Nc1cc(C)on1
#5 Cc1cc(C)n(-c2nc3ccccc3c(=O)n2OCc2ccc(Cl)cc2)n1
#6 CCCc1cc(=O)oc2cc(C)cc(OCC(=O)NCCCN3CCCC3=O)c12
#7 Cc1cccc(C(=O)NN(C)c2nc(-c3ccccc3)nnc2C(F)(F)F)c1
#8 COc1cc2nc(NC(=O)c3ccccc3)[nH]c(=O)c2cc1OC
Compound,1,2,3,4,5,6,7,8
VLA-4 inh,-7,14,13,-2,-4,10,-19,5
AGP1 TOR yeast,99,91,95,95,104,101,102,98
MCL1-BIM inh,7,7,-1,2,2,2,0,-3
MEX-5 binding,1.8,1.7,4.1,-1.4,-0.6,0.1,0.6,-2.2
GLD-1 TGE inh,9,4,-12,-2,0,10,-3,-1
GRK2 inh,0,0,0,1,0,0,0,1
Bcl-xL primary,11,5,0,-1,2,8,8,2
CIT2-GFP yeast,95,91,103,99,103,95,102,98
Fam108B counter,-1,1,-8,-2,-2,1,-2,0

#9 O=C(COC(=O)c1cc(-c2cccs2)nn1-c1ccccc1)Nc1cc([N+](=O)[O-])ccc1Cl
#10 Cc1cc(C)c2c(-n3cccc3)c(C(=O)NNS(=O)(=O)c3ccc(Cl)cc3)sc2n1
#11 CN1C(=O)C2(c3ccccc31)N(C)CC(c1ccccc1)C21SC(=S)N(Cc2ccco2)C1=O (stereo unspecified)
#12 COc1cc(C2C3=C(CC(c4ccco4)CC3=O)Nc3ccccc3N2C(C)=O)cc(OC)c1OC (stereo unspecified)
#13 O=C1[C@@H]2CSCN2C(=O)CN1Cc1ccc(F)cc1
#14 COc1ccc(NC(=O)CSc2nc3c(c(=O)n(C)c(=O)n3C)n2C)c(OC)c1
#15 COc1cc(/C=N\Nc2nc3ccccc3[nH]2)cc(OC)c1OC
#16 CCOC(=O)C1C2C=CC(CC2)N1c1ccccc1 (stereo unspecified)
Compound,9,10,11,12,13,14,15,16
VLA-4 inh,0,16,13,4,-1,13,-8,20
AGP1 TOR yeast,101,103,104,·,100,91,101,88
MCL1-BIM inh,11,6,4,-1,9,1,4,0
MEX-5 binding,3.5,-1.1,1.0,1.0,2.0,-2.6,-2.0,-2.1
GLD-1 TGE inh,-3,5,2,3,7,5,5,4
GRK2 inh,3,0,2,0,1,1,0,1
Bcl-xL primary,4,5,7,6,0,-1,3,0
CIT2-GFP yeast,102,84,102,85,96,96,102,89
Fam108B counter,-3,-2,1,0,2,0,7,5

One compound at a time (already shown). Screens in order: VLA-4 inh, AGP1 TOR yeast, MCL1-BIM inh, MEX-5 binding, GLD-1 TGE inh, GRK2 inh, Bcl-xL primary, CIT2-GFP yeast, Fam108B counter
CCCc1cc(=O)oc2cc(C)cc(OCC(=O)NCCCN3CCCC3=O)c12 in the list: 10, 101, 2, 0.1, 10, 0, 8, 95, 1
Cc1cccc(C(=O)NN(C)c2nc(-c3ccccc3)nnc2C(F)(F)F)c1 in the list: -19, 102, 0, 0.6, -3, 0, 8, 102, -2
CCn1ncc([C@@H]2C[C@H]3CN(Cc4ccccc4C)C(=O)[C@]34CCCN24)c1C in the list: 13, 95, -1, 4.1, -12, 0, 0, 103, -8
O=C(COC(=O)c1cc(-c2cccs2)nn1-c1ccccc1)Nc1cc([N+](=O)[O-])ccc1Cl in the list: 0, 101, 11, 3.5, -3, 3, 4, 102, -3
c1ccc(CCCc2nc(-c3ccccn3)no2)cc1 in the list: 14, 91, 7, 1.7, 4, 0, 5, 91, 1

Continued:
#17 O=C(CSc1nc(-c2ccccc2)cc(C(F)(F)F)n1)c1cccc([N+](=O)[O-])c1
#18 CC1(C)CC2CC(C)(CN2Cc2c(O)ccc3ccccc23)C1 (stereo unspecified)
#19 Cc1cc(-c2ccccc2)nc2cc(C(=O)NCCCn3ccnc3)nn12
#20 Cc1ccc(S(=O)(=O)N2CCCCC2CCNC(=O)C(=O)NCc2cccnc2)cc1 (stereo unspecified)
#21 CCOC(=O)C1=C(C)N=c2s/c(=C/c3cccc([N+](=O)[O-])c3O)c(=O)n2C1c1ccc(OC)cc1OC (stereo unspecified)
#22 COc1ccc(CN(C)C(=O)COC(=O)c2ccc3c(c2)OCO3)cc1OC
#23 CCCCCC1(C)NC(=S)N(c2ccccc2)N1 (stereo unspecified)
#24 Fc1cccc(CNc2ncnc3cc(Cl)ccc23)c1F
Compound,17,18,19,20,21,22,23,24
VLA-4 inh,-7,10,-1,34,-85,7,-5,6
AGP1 TOR yeast,103,97,104,109,100,106,102,104
MCL1-BIM inh,10,12,-3,24,19,-2,1,13
MEX-5 binding,0.9,-5.1,3.5,0.0,-0.1,4.4,0.4,3.1
GLD-1 TGE inh,1,-2,5,0,-1,-5,6,5
GRK2 inh,1,0,0,0,3,0,5,0
Bcl-xL primary,7,11,5,14,14,2,-1,8
CIT2-GFP yeast,96,106,105,107,100,101,109,103
Fam108B counter,3,3,-3,-1,7,1,3,-2

#25 CNC(=O)NC(=S)NC(=O)c1ccc(OC)cc1
#26 O=C(CNC(=O)c1cccs1)OCC(=O)c1ccc([N+](=O)[O-])cc1
#27 CCOC(=O)C1CCN(c2cc(C)nc3cc(-c4cccc(F)c4)nn23)CC1
#28 COc1ccc(C(C[N+](=O)[O-])c2c(-c3ccccc3)cc3ccccn23)cc1OC (stereo unspecified)
#29 CC1CCC(NC(=O)CCn2ccc3cc(S(=O)(=O)N4CCCC4)ccc32)CC1 (stereo unspecified)
#30 CC(C)(C)c1csc(NC2=NS(=O)(=O)c3ccccc32)n1
#31 CCN1CCN(CCCNC(=O)C2CCN(c3nnc(-n4c(C)ccc4C)s3)CC2)CC1
#32 Cc1nnn(-c2nonc2N)c1C(=O)NNC(=O)c1ccc(Cl)c(Cl)c1
Compound,25,26,27,28,29,30,31,32
VLA-4 inh,-1,2,-7,4,-3,34,12,6
AGP1 TOR yeast,96,114,90,101,104,96,110,93
MCL1-BIM inh,11,-1,4,13,-1,1,10,0
MEX-5 binding,2.1,-0.7,·,2.6,0.2,0.0,1.6,2.5
GLD-1 TGE inh,5,7,1,9,2,-16,2,-3
GRK2 inh,3,1,2,4,2,0,0,1
Bcl-xL primary,1,-1,8,13,4,3,3,4
CIT2-GFP yeast,95,111,98,93,101,100,102,92
Fam108B counter,6,-1,5,3,-3,0,-1,0

#33 O=C(CN1C(=O)NC(Cc2ccccc2)C1=O)Nc1ccccc1OC(F)F (stereo unspecified)
#34 Cc1cccc(N2CCN(C(=O)C3CCN(c4ncnc5c4nc4n5CCCCC4)CC3)CC2C)c1 (stereo unspecified)
#35 Cc1ccc(S(=O)(=O)Cc2ccc(C(=O)N3CCN(c4cc(C)ccc4C)CC3)o2)cc1
#36 COc1cc(C(=O)NCCC(C)C)c([N+](=O)[O-])cc1OC
#37 Cc1cc(C)c(N2C(=O)CCCC2=O)c(Cl)c1
#38 CCN1CCN(C(=S)NC(=O)c2cccs2)CC1
#39 O=C1CC[C@H](O)CCN1[C@H](CSc1ccccc1)Cc1ccccc1
#40 Oc1ccc(/C=N/N2CCOCC2)c(O)c1O
Compound,33,34,35,36,37,38,39,40
VLA-4 inh,-13,16,7,11,11,5,43,-1
AGP1 TOR yeast,109,86,101,103,96,105,92,101
MCL1-BIM inh,-11,-5,8,-16,4,5,11,11
MEX-5 binding,2.4,1.1,-0.7,-2.7,-1.5,0.1,1.6,-47*
GLD-1 TGE inh,-8,-3,0,5,6,13,-6,12
GRK2 inh,0,0,3,3,8,0,1,10
Bcl-xL primary,-2,5,6,-15,-1,4,-2,16
CIT2-GFP yeast,98,72,95,102,103,104,107,97
Fam108B counter,4,0,0,-9,3,2,0,6

#41 O=C(CCC(=O)Nc1ccc(Oc2ccccc2)cc1)NCCO
#42 COc1ccc(-c2c(C)n([O-])c3c([n+]2=O)CCCC3)cc1
#43 O=C(CSc1nc2ccsc2c(=O)n1CC1CCC(C(=O)O)CC1)NCCc1ccc(Cl)cc1 (stereo unspecified)
#44 COc1cccc(NC(=O)NNC(=O)CN2C(=O)COc3ccccc32)c1
#45 CCOC(=O)C(=NCC1CCCO1)NNc1ccccc1Cl (stereo unspecified)
#46 CC(C)(C)c1cnnn1-c1ccc(C(=O)CCl)cc1
#47 CC(=O)Nc1ccc(S(=O)(=O)NCCc2ccc(S(N)(=O)=O)cc2)cc1
#48 CCNC(=O)CSc1nnc(-c2cc(-c3ccc(Cl)cc3)nc3ccccc23)o1
Compound,41,42,43,44,45,46,47,48
VLA-4 inh,8,-4,9,-2,26,20,-19,0
AGP1 TOR yeast,94,107,101,98,108,29[may fluoresce violet],100,96
MCL1-BIM inh,5,-2,15,7,0,8,-1,-2
MEX-5 binding,-1.2,0.0,-1.1,-1.6,3.2,-2.3,0.3,0.3
GLD-1 TGE inh,12,2,3,5,-1,4,-2,-1
GRK2 inh,0,0,0,0,2,0,0,3
Bcl-xL primary,-2,-1,12,8,8,6,2,-2
CIT2-GFP yeast,95,111,97,100,117,?,100,106
Fam108B counter,-3,1,-4,6,4,0,1,-1

#49 CCOc1cc(Cl)c(S(=O)(=O)NCCCN2CCOCC2)cc1Cl
#50 C/C(=N\NC(=O)CC1(C)OCCO1)c1cccs1
#51 O=C(CN1CCN(S(=O)(=O)c2ccc(Br)s2)CC1)N1CCCCC1
#52 O=C1/C(=C/c2cccnc2)SC(=S)N1NS(=O)(=O)c1ccccc1
#53 Cc1cc(C)c(NC(=O)COc2nc3ccccc3nc2C)c(C)c1
Compound,49,50,51,52,53
VLA-4 inh,12,-15,-6,18,9
AGP1 TOR yeast,99,100,91,97,100
MCL1-BIM inh,-1,0,3,8,5
MEX-5 binding,0.6,2.1,·,-4.7,-1.5
GLD-1 TGE inh,7,-8,0,2,3
GRK2 inh,0,0,0,4,1
Bcl-xL primary,1,9,3,10,6
CIT2-GFP yeast,99,106,92,102,91
Fam108B counter,0,-3,·,-3,2

Bioassay records from PubChem.
